# KB-V1 cytotox = qHTS assay for MDR1-selective chemotherapeutics: Primary screen using the drug-selected MDR subline cells KB-V1 | KB-V1 MDR cells viability, CellTiter-Glo, 72 h | AID 1347076, 2019 | Potency, µM (top dose mostly 46.1 µM), without a hit: top-dose activity change, negative = cytotoxicity, hits mostly cytotoxic | 400,000 tested, 3.4% active; note: nearly all actives have a fitted effect of over 60% in size
#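 Cytotoxicity toward P-gp-expressing KB-V1 cells was determined as loss of CellTiter-Glo luminescence after 72 h at 37 degrees C. Compounds were tested in quantitative HTS format across a concentration range, with curves fitted to normalized data.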
# KB-3-1 tox = qHTS assay for MDR1-selective chemotherapeutics: Primary screen using the parental adenocarcinoma cell KB-3-1 | 400,000 tested, 1.4% active | AID 1347075, 2019 | Potency, µM (series often up to 46.1 µM), for inactives: at the highest dose activity change, negative = cytotoxic, hits mostly cytotoxic | KB-3-1 viability, CellTiter-Glo ATP luminescence, 72 h; note: nearly all actives have a fitted effect of over 60% in size
#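 KB-3-1 parental drug-naive adenocarcinoma cells in DMEM/10% FBS, incubated 72 h at 37 C with pin-transferred compounds across a concentration series. Viability by CellTiter-Glo luminescence; concentration-response curves fitted after normalization.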
# * marks the source's active call; other numbers are inactive results; ? = inconclusive; & = joins results of further samples. Calls come from the whole dose curve; as a rule, active = well fitted cell-killing curve with a large enough effect; inconclusive = small, poorly fitted or top-dose-only effect, or effect the other way; inactive = flat fitted curve, though single readings scatter. % is set by controls: 0 for no effect and ±100 for the full control effect; potency is the fitted concentration of half-maximal effect. This is a subset; count on the stated rates, not on these rows.
nr | canonical_smiles | KB-3-1 tox | KB-V1 cytotox
1 | COc1ccc(OC)c(-c2nnc(NC(=O)Nc3ccc4ccccc4c3)s2)c1 | 0% | 0%
2 | CCC(=O)NC(c1cccs1)c1cc([N+](=O)[O-])c2cccnc2c1OC (configuration not stated) | ? | ?
3 | C(=C1C=c2ccccc2=C1)c1ccc(N=Nc2ccc(C=C3C=c4ccccc4=C3)cc2)cc1 | 7% | 3%
4 | COc1ccc(SC[C@H](C)CN2CC[C@H](O)CCC2=O)cc1 | -5% | -18%
5 | CN(C)N=Nc1ccc(/C=C2\C=Cc3ccccc32)cc1 | 38% | ?
6 | Nc1ncnc2c1nc(Br)n2C1CC(O)C(CO)O1 (configuration not stated) | 4% | 1%
7 | O=C(COc1ccccc1C(=O)Nc1ccccc1)Nc1ccccc1F | 4% | -4%
8 | NC(=O)C1CCN(c2cc(-c3ccc4c(c3)OCCCO4)ncn2)CC1 | 0% | ?
9 | O=C(COC(=O)CNC(=O)C1CCCCC1)NC1CCCC1 | ? | ?
10 | Oc1c(C(Nc2ccccn2)c2ccccc2)ccc2cccnc12 (configuration not stated) | 0% | -13%
11 | CN1CCN(c2ccnc(N(C)CCCCCCN)n2)CC1 | ? | -4%
12 | N#Cc1nc(-c2ccc(OCc3ccc(Cl)cc3)cc2)oc1N1CCCCC1 | 0% | 0%
13 | Nc1ccc(/C=C/c2ccc3cccnc3c2)cc1 | ? | ?
14 | OC(CN1CCCC1)c1ccccc1 (configuration not stated) | 18% | 6%
15 | Cc1ccc(NS(=O)(=O)c2cc3c(cc2N(C)C)CCC(=O)N3)cc1C | -6% | 14%
16 | c1ccc2c(N=NN3CCCCC3)ccnc2c1 | ? | -6%
17 | Cc1cnc(/C=C/c2ccc(N(C)C)cc2)cn1 | -14% | 0%
18 | O=C(COC(=O)c1ccc2ncsc2c1)NC(=O)C1CCCCC1 | 6% | 25%
19 | CC(=O)Nc1ccc(OC2=NS(=O)(=O)c3ccccc32)cc1 | 0% | 4%
20 | Cc1ccc2c(C(=O)CNc3nccs3)c(C)[nH]c2c1 | -19% | ?
21 | COc1cc(-c2nn3c(-c4cc(-c5ccccc5)n[nH]4)nnc3s2)cc(OC)c1OC | ? | ?
22 | CC(C)NC(=O)COC(=O)CNC(=O)C1CCCCC1 | -1% | 2%
23 | COc1cc(C)c(NC(C)C(=O)c2c(C)[nH]c3ccccc23)cc1OC (configuration not stated) | 0% | 0%
24 | O=C(c1cccs1)N(Cc1ccco1)c1ccc(O)cc1 | 0% | 0%
25 | CN(C)c1ccc(/C=C/c2cc(/C=C/c3ccc(N(C)C)cc3)c3ccccc3n2)cc1 | -13% | -3%
26 | C(=C\c1cnc2ccccc2n1)/c1ccc2c(c1)OCO2 | ? | -4%
27 | Cc1ccccc1OCC(=O)NCC(=O)OCc1cccc2ccccc12 | ? | ?
28 | O=C(O)C1CCN(c2ncc(-c3ccc4c(c3)OCCCO4)s2)CC1 | -6% | 7%
29 | Cn1nc(-c2cccnc2)nc2c(=O)n(C)c(=O)nc1-2 | ? | ?
30 | COc1cccc(Cn2ncc3c4sc(SC)cc4n(C)c3c2=O)c1 | 10% | -15%
31 | Nc1nc(N)c2snnc2n1 | ? | ?
32 | CCC[C@H]1COCCS(=O)(=O)N1Cc1ccc(Br)cc1 | ? | ?
33 | N#Cc1ccc(N2CCN(S(=O)(=O)c3ccc4c(c3)CC(=O)N4)CC2)cc1 | ? | -4%
34 | COC(=O)/C=C/c1ccc2c(c1)S(=O)(=O)N(C1CCCC1)[C@H]2CC(=O)OC | -5% | ?
35 | COc1cc(O)c(C(CC(=O)N2CCC(c3ccccc3)CC2)c2ccc3c(c2)OCO3)c(OC)c1 (configuration not stated) | ? | ?
36 | CCCCCCCCCCCCCCCC[n+]1ccc(/C=C/c2c(C)[nH]c3ccccc23)cc1 | 1.3µM* | -25%
37 | O=[N+]([O-])c1ccc(/C=C2\C=C(C(O)c3ccc([N+](=O)[O-])cc3)c3ccccc32)cc1 (configuration not stated) | ? | ?
38 | CCCCN(CCCC)c1ccc(/C=C/c2ccnc3ccccc23)cc1 | -1% | ?
39 | C(=C\c1ccnc2ccccc12)/c1ccnc2ccccc12 | ? | ?
40 | Clc1nc(NCc2ccco2)c2[nH]cnc2n1 | 0% | 13%
41 | O=C1c2cc(S(=O)(=O)N3CCOCC3)ccc2-c2ccc(S(=O)(=O)N3CCOCC3)cc21 | ? | 0%
42 | COc1cc2c(NC3CCN(C)CC3)nc(N3CCCN(C)CC3)nc2cc1OCC1CCNCC1 | 0% | ?
43 | Cc1ccc(-c2nnc3ccc(SCC(=O)c4ccccc4)nn23)cc1 | 10% | 4%
44 | O=C(C[n+]1cccc(Br)c1)c1ccc2ccccc2c1 | ? | ?
45 | Cc1cc(Cl)ccc1OCC(=O)Nc1cccc(-c2nc3ccccc3o2)c1 | 27% | -9%
46 | CCCCCCCCCCCCCCCC[n+]1ccc(CC(O)c2c(C)[nH]c3ccccc23)c2ccccc21 (configuration not stated) | 16µM* | 16µM*
47 | CC(=O)c1cc2ccccc2c2ccccc12 | 0% | 13%
48 | COc1ccc(/C=C/c2nnc(NC(=O)COc3ccc(Cl)cc3)s2)cc1 | 0% | -25%
49 | Clc1nc(NCC2CCCO2)c2[nH]cnc2n1 (configuration not stated) | ? | -13%
50 | O=C(O)c1c2c(nc3ccccc13)CCCC2 | ? | ?

# Compounds 47–50, reprinted for reference:
nr | canonical_smiles | KB-3-1 tox | KB-V1 cytotox
47 | CC(=O)c1cc2ccccc2c2ccccc12 | 0% | 13%
48 | COc1ccc(/C=C/c2nnc(NC(=O)COc3ccc(Cl)cc3)s2)cc1 | 0% | -25%
49 | Clc1nc(NCC2CCCO2)c2[nH]cnc2n1 (configuration not stated) | ? | -13%
50 | O=C(O)c1c2c(nc3ccccc13)CCCC2 | ? | ?

# Complete entries from above. Order of values: KB-3-1 tox, KB-V1 cytotox
# Listed for `COC(=O)/C=C/c1ccc2c(c1)S(=O)(=O)N(C1CCCC1)[C@H]2CC(=O)OC` = -5%, ?
# Listed for `COc1cc(C)c(NC(C)C(=O)c2c(C)[nH]c3ccccc23)cc1OC` (configuration not stated) = 0%, 0%

# The results go on.
nr | canonical_smiles | KB-3-1 tox | KB-V1 cytotox
51 | O=C(Nc1ccc(OC(F)F)cc1)c1nc(S(=O)(=O)Cc2ccccc2F)ncc1Cl | ? | 0%
52 | CCc1ccc2oc(-c3cc(NC(=O)COc4ccc(C)cc4)ccc3O)nc2c1 | ? | ?
53 | O=C(C[n+]1ccc2ccccc2c1)c1ccc(O)c(O)c1 | -23% | 8%
54 | O=[S+]1([O-])N=C(Oc2cccnc2)c2ccccc21 | 0% | 3%
55 | O=[N+]([O-])c1cccc(/C=C/c2ccccc2)c1 | 18% | 7%
56 | S=c1[nH]c(=S)c2n[nH]nc2[nH]1 | -29% | -24%
57 | CSc1cc2c(s1)c1cnn(Cc3cccc(N)c3)c(=O)c1n2C | 0% | 4%
58 | O=C(Cc1ccc(OCCCc2ccccc2)cc1)NO | -20% | -1%
59 | COc1cccc(C(=O)Nc2ccc(-c3nc4ccccc4[nH]3)cc2)c1 | 33% | 10%
60 | NC(=O)NN=C1c2cc(S(=O)(=O)N3CCOCC3)ccc2-c2ccc(S(=O)(=O)N3CCOCC3)cc21 | 0% | -4%

# Structural class, the entries above containing a thiophene ring, fused or not
nr | canonical_smiles | KB-3-1 tox | KB-V1 cytotox
2 | CCC(=O)NC(c1cccs1)c1cc([N+](=O)[O-])c2cccnc2c1OC (configuration not stated) | ? | ?
24 | O=C(c1cccs1)N(Cc1ccco1)c1ccc(O)cc1 | 0% | 0%
30 | COc1cccc(Cn2ncc3c4sc(SC)cc4n(C)c3c2=O)c1 | 10% | -15%
57 | CSc1cc2c(s1)c1cnn(Cc3cccc(N)c3)c(=O)c1n2C | 0% | 4%

# Other structures follow:
nr | canonical_smiles | KB-3-1 tox | KB-V1 cytotox
61 | O=S(=O)(NCCCCNS(=O)(=O)c1cccc2cccnc12)c1cccc2cccnc12 | 0% | 0%
62 | CC(=O)Nc1ccc(/C=C/c2ccccn2)cc1 | ? | 9%
63 | Brc1ccc(/C=C2\C=Cc3ccccc32)cc1 | 0% | 8%
64 | COc1ccc2c(c1)C/C(=C\c1ccc(N(C)C)cc1)C2=O | 0% | -4%
65 | CN(C)c1ccc(/C=C/c2ccc3cc(N(C)C)ccc3n2)cc1 | 2% | ?
66 | Cc1ccc(C(c2nnnn2Cc2ccccc2)N2CCN(Cc3ccncc3)CC2)cc1 (configuration not stated) | -4% | 8%
67 | Cc1nc(NCC(=O)c2c[nH]c3ccccc23)sc1C | ? | 22%
68 | CCCCCCCCN1[C@@H](CC(=O)O)c2ccc(/C=C/C(=O)O)cc2S1(=O)=O | 5% | 2%
69 | CCOc1cccc(C2C=C(c3ccc4c(c3)OCO4)NC(c3ccc(F)cc3)N2)c1O (configuration not stated) | -15% | 12%
70 | O=c1[nH]cnc2c1ncn2[C@H]1C[C@H](O)[C@@H](CO)O1 | 22% | ?
71 | CCn1c2ccccc2c2cc(/C=C3\C=Cc4ccccc43)ccc21 | 26% | 56%
72 | COc1cc2c(NC3CCN(C)CC3)nc(N3CCCN(C)CC3)nc2cc1OCCCC(C)C | ? | -28%
73 | Cc1ccc2cccc(O)c2n1 | 3% | -1%
74 | Fc1ccc(/C=C/c2nccc3ccccc23)cc1 | 18µM* | -19%
75 | O=C(C[n+]1cccc2cc(Cl)ccc21)c1ccc(Br)cc1 | ? | 3%
76 | O=C(Nc1nnc(-c2ccncc2)s1)Oc1ccc2ccccc2c1 | ? | 33%
77 | COc1cc(OC)c(/C=C/c2ccc3ccccc3[n+]2C)c(OC)c1 | 0.73µM* | -4%
78 | c1nc(N2CCC(N3CCCC3)CC2)c2cc(-c3ccc4c(c3)OCO4)ccc2n1 | 7% | 2%
79 | CC(C)c1ccc(Nc2nc(Nc3ccc(Cl)cc3)nc(N3CCOCC3)n2)cc1 | ? | ?
80 | O=S(=O)(c1ccc2c(c1)CCCC2)N1CCN(c2nc(-c3cccs3)nc3ccccc23)CC1 | ? | -12%
81 | CNc1c(Br)cc(/C=C2\C=Cc3ccccc32)cc1Br | -12% | -2%
82 | O=Cc1ccc(Cl)cc1 | 1% | 2%
83 | Cc1cc(N(C)C)cc(C)c1/C=C/c1ccnc2ccccc12 | ? | ?
84 | Nc1nc(NCc2ccc(F)cc2)c2[nH]cnc2n1 | 27% | 2%
85 | COc1ccc(C2Nc3ccccc3C(=O)N2c2ccc(F)cc2)cc1COc1ccc(NC(C)=O)cc1 (configuration not stated) | -15% | -3%
86 | COc1cccc2cc(C(=O)N(Cc3cccs3)Cc3cccs3)c(=O)oc12 | 27% | -5%
87 | N#CC1=C(N)CCC1 | 13% | -8%
88 | CCCCN1CC[C@H]2C=CC[C@@H](C(=O)NC3CCCCC3)[C@H]2C1=O | 1% | ?
89 | COc1ccc(/C=C/c2ccccn2)cc1OC | ? | -3%
90 | C(=C\c1c[nH]c2ccccc12)/c1ccnc2ccccc12 | -13% | -11%
91 | CCCCCCCCCC[n+]1ccc(/C=C/c2c[nH]c3ccccc23)cc1 | 5.2µM* | ?
92 | CN1CC2(Cc3cc([N+](=O)[O-])ccc31)C(=O)OC(C)(C)OC2=O | ? | ?
93 | COc1cc(N(C)C)ccc1/C=C/c1ccnc2ccccc12 | -9% | ?
94 | CNc1ccc(/C=C/c2ccnc3ccccc23)cc1 | ? | ?
95 | Cc1ccc(NS(=O)(=O)c2cc3c(cc2Cl)NC(=O)C3)cc1C | 0% | 4%
96 | CC[N+](CC)(CC)c1ccc(/C=C/c2ccc3ccccc3n2)cc1 | 1.8µM* | -14%
97 | COc1ccc(Cl)cc1C(=O)Nc1ccc([N+](=O)[O-])cc1Cl | 0% | 4%
98 | O=C(NCCCc1nc2ccccc2n1CCCCOc1ccccc1)C1CCCCC1 | ? | ?
99 | Nc1c(N=Nc2ccc([N+](=O)[O-])cc2)c(S(=O)(=O)O)cc2cc(S(=O)(=O)O)c(/C=C/c3ccccc3)c(O)c12 | ? | ?
100 | Cc1c([N+](=O)[O-])cnc2ccccc12 | 27% | 3%
101 | O=S(=O)(c1ccc2c(c1)CCCC2)N1CCN(c2nc(-c3ccccc3)nc3ccccc23)CC1 | 24% | 0%
102 | C(=Nc1cccnc1)c1ccc2ccccc2n1 | 0% | -8%
103 | Clc1cccc[n+]1CCCC[n+]1ccccc1Cl | 2% | -1%
104 | COc1cccc(OC)c1-c1cc(CCCc2cc(-c3c(OC)cccc3OC)nc3ccccc23)c2ccccc2n1 | -25% | ?
105 | COc1cc(-c2ccc3ncnc(NCc4nc(C)cs4)c3c2)cc(OC)c1OC | 0% | -6%
106 | Cc1ccc(S(=O)(=O)N2CCC(c3nc(-c4cccs4)nc4ccccc34)CC2)cc1 | 25% | 1%
107 | Cc1ccnc2ccccc12 | ? | 17%
108 | Cc1ccc(S(=O)(=O)N2CCN(c3nc(-n4cnc5ccccc54)nc4ccccc34)CC2)cc1 | 18% | ?
109 | C(/Oc1ccccc1)=C1\Nn2c(nnc2-c2cc(-c3ccccc3)n[nH]2)S1 | ? | -3%&12%
110 | CC(C)(C)c1ccc(C(=O)Nc2ccc(-c3nc4ccccc4[nH]3)cc2)cc1 | 0% | 9%
111 | CCCCCCC[n+]1c(/C=C/c2ccc(N(C)C)cc2)sc2ccccc21 | -19% | ?
112 | CC(=O)Nc1ccc(/C=C/c2ccncc2)cc1 | ? | 21%
113 | O=C(C[N+]12CN3CN(CN(C3)C1)C2)c1ccc(O)c(O)c1 | 0% | -14%

# Screens from PubChem.
